dFosB activator = enhances mouse delta FosB homodimer DNA binding. P13346. purified delta FosB, TAMRA-CDK5 oligo fluorescence polarization; percent of positive-control signal above neutral wells. activation, % at 25 µM. hit rate 0.99% among 340,000. AID 493131;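 active = mean activation above about 17%, with every replicate also reaching it, limit read from the data, passing the limit was not always enough; inconclusive = only one of the two conditions met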;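 note: fluorescence polarization rise as delta FosB binds a TAMRA Cdk5 AP-1 oligo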
CDK5 p35 inh = CDK5/p35 (human) kinase inhibition | Q00535+Q15078 | Recombinant CDK5/p35, ADP-Glo luminescence, 60 min | inhibition, % at 10 µM | hit rate 0.01% among 330,000;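 active = highest replicate inhibition of at least 50% and at least 75% of replicates reaching 50%; inconclusive = only one of the two criteria met; inactive = both criteria failed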;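 note: plate controls were DMSO neutral control for no effect and GW8510 at 10 µM for full effect; many of its hits are not listed in these tables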
Target sequence (Q00535 whole entry, looked up): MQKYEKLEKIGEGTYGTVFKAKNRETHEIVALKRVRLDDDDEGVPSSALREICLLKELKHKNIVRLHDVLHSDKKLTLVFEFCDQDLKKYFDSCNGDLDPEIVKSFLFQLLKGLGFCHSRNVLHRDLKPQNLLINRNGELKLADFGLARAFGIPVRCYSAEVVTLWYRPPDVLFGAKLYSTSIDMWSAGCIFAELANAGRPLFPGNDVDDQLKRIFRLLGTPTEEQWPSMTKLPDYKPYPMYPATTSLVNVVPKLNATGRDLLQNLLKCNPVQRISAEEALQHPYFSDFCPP
Target sequence (Q15078 whole entry, looked up): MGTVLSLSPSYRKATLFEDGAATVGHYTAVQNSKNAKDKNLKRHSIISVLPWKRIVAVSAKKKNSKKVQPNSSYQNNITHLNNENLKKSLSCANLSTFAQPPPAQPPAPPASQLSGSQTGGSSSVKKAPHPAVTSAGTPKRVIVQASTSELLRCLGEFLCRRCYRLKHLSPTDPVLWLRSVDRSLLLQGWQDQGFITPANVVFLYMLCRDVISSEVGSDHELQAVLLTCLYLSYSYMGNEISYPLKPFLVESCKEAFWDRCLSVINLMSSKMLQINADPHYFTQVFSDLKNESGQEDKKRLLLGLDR
CAL PDZ FP-1 = CAL PDZ (human) peptide binding inhibition; inhibition, % at 24.9 µM; purified CAL PDZ, TMR-peptide fluorescence polarization, 1 h; hit rate 0.92% among 300,000; AID 602252;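 active = mean inhibition of at least 30% with at least half of replicates also reaching 30%; inconclusive = no clear call, values can overlap the other calls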;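 note: 0% = DMSO neutral control and 100% = excess unlabeled competitor peptide PRC23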
Rtt109 Vps75 = inhibitors of Candida albicans Rtt109/Vps75 histone acetyltransferase. Q5AAJ8. purified Rtt109/Vps75, ThioGlo CoA-SH fluorescence, 4 h. inhibition, % at 34.9 µM. hit rate 0.16% among 330,000;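 active = inhibition of at least 50% in every replicate; inconclusive = best replicate reaches 50% inhibition but some replicates fall short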
Target sequence (Q5AAJ8 whole entry, looked up): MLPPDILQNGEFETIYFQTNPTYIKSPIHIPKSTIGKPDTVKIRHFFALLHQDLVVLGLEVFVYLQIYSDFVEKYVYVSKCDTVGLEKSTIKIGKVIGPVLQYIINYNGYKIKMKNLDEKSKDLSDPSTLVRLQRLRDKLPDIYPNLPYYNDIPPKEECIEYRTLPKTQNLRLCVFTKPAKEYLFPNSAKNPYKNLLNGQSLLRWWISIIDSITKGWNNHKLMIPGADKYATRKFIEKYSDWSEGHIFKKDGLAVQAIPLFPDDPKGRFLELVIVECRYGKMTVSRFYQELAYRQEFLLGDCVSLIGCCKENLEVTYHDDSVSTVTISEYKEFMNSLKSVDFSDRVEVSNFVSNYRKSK
cardiac RTF act = increases calcium sensitivity of human cardiac regulated thin filaments; P19429+P45379; hit rate 0.24% among 340,000; activation, % at 7.2 µM; IANBD-labeled TnC RTF fluorescence at EC20 calcium; 0% EC20 calcium, 100% full calcium; AID 493008;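 active = activation above the mean over all tested compounds plus 3 SD, cut at about 30% in these data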;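 note: rise in fluorescence read as greater calcium sensitivity of cardiac thin filaments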
Wnt act = activators of Wnt/beta-catenin signaling; AID 743398; activation, % at 9.35 µM; hit rate 1.2% among 300,000; Wnt/beta-catenin reporter cell assay, activator, plate reader; in the data active = activation above about 30%, passing the limit was not always enough; inconclusive = no clear call, values can overlap the other calls;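 note: 0% = neutral control wells and 100% = positive control wells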
MITF TRPM1 HTS = activators of MITF-driven TRPM1 promoter activity in SK-MEL-5 cells. SK-MEL-5 TRPM1-promoter luciferase, 24 h; % of positive control, neutral wells = 0. activation, % at 12.5 µM. hit rate 0.75% among 300,000;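 active = mean activation of at least 80% with every replicate also reaching 80%; inconclusive = mean reaches 80% but some replicate falls short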;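 note: 0% = neutral control wells and 100% = parthenolide positive control wells; values of inactives mirror those of a sister screen read the other way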
Tat export inh = E. coli Tat transport inhibition; inhibition, % at 10 µM; hit rate 0.036% among 340,000; E. coli MC4100 TorA-mCherry Tat export, fluorescence;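 active = mean replicate inhibition at least 50% and at least half of replicates individually reaching 50%; inconclusive = only one of the two criteria met; inactive = neither criterion met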;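 note: exported cargo escapes ClpAP degradation while cytoplasmic cargo is degraded and loses fluorescence; 0% = median of neutral control wells and 100% = median of NaSCN control wells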
CAL PDZ FP-2 = inhibitors of human CAL PDZ peptide binding | inhibition, % at 20 µM | hit rate 0.02% among 330,000 | AID 504414 | purified CAL PDZ, TMR-peptide fluorescence polarization, 1 h | Q9HD26;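 active = highest replicate inhibition of at least 40%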;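 note: plate controls were DMSO neutral control wells for no effect and unlabeled competitor peptide control wells for full effect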
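Control set: unlabelled peptide and DMSO controls / Material: purified CerCALP PDZ construct / Timing: 1 h incubation at room temperature before polarization reading / Doses: 20 µM, one dose / Detection: fluorescence polarization (mP)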
V-ATPase pHluor = alters yeast V-ATPase proton transport; S. cerevisiae, pHLuorin cytosolic pH fluorescence; response, % at 10 µM; hit rate 0.37% among 350,000; in the data active = response mostly above about 7.3%, no sharp cut-off; inactive = mostly below about 5.4%; note: actives read high; inactives centre near 0; some compounds called inactive have numbers as strong as hits
* hit, by the source's call; ? = inconclusive; nt = no result given.

Values in the order: CAL PDZ FP-2, CDK5 p35 inh, Tat export inh, MITF TRPM1 HTS, Rtt109 Vps75, Wnt act, dFosB activator, V-ATPase pHluor, CAL PDZ FP-1, cardiac RTF act
- CN1CCN(C(=O)CCCN2C(=O)/C(=C/c3cccc(Br)c3)SC2=S)CC1
 : -1.8, 7.3, -2, -18, nt, 23, 6, 7, -2, -2
- COc1cc(CC(=O)OCC(=O)Nc2ccc(Cl)c(S(=O)(=O)N(C)C)c2)cc(OC)c1OC
 : -3.9, -0.2, -2, 0, 29, 1, -13, 4, -4, -4
- Nc1nonc1NC(=O)CSc1nc2ccccc2s1
 : -3.9, -1.1, 4, -13, -10, -3, -11, -3, 3, -5
- O=[N+]([O-])c1ccc(N2CCN(S(=O)(=O)c3ccccc3[N+](=O)[O-])CC2)cc1N1CCc2ccccc2C1
 : -2.4, -1.4, 3, -15, -10, -4, 4, 4, -1, -11
- Cc1ccc(C)c(NC(=O)CCN2CC(C)OC(C)C2)c1 (stereo not given)
 : -0.2, -1.1, 8, -14, 6, nt, 1, 2, -3, 16
- Nc1ccc(N2CCOCC2)c(S(=O)(=O)Nc2ccccc2Cl)c1
 : 0.4, 1.5, 15, nt, -2, 4, 0, -1, -1, -1
- CC(C)NC(=O)/C(=N\O)c1ccccc1
 : 0.3, 0.8, -5, 2, 8, nt, 7, 2, nt, -3
- CCN1CCCC1CNC(=O)CSc1cc(=O)n(CC)c2ccccc12 (stereo not given)
 : -1.9, -1.1, -15, 7, 2, nt, -5, 0, nt, -1
- COc1ccc(CN(C)C(=O)C23CC4CC(CC(C4)C2)C3)c(OC)c1
 : -2.8, 0.5, 5, -9, -3, -1, -8, -8, 1, -3
- CSc1nc(N2CCOCC2)c2sccc2n1
 : -0.4, 5.1, -10, 5, 5, 1, -1, 2, nt, 0
- O=C(CN1C(=O)NC2(CCCC2)C1=O)Nc1ccc(Cl)cc1C(F)(F)F
 : 0.9, -0.6, -10, 10, 12, -1, -10, 3, 0, -4
- Cc1cccc(OCC(=O)N/N=C/CC(C)c2ccccc2)c1C (stereo not given)
 : 0.0, 2.6, -1, 11, 6, -3, -6, 0, -3, 3
- O=C(Nc1ccncc1)C1CCN(S(=O)(=O)c2ccc(Cl)cc2)CC1
 : -1.4, -0.3, -2, -1, -2, 1, -8, 1, -5, 6
- CCC/C=N/Nc1nnc(Cc2ccc(OC)c(OC)c2)c(=O)[nH]1
 : -1.6, 0.2, 6, -1, -5, 1, -3, 3, -4, 0
- CCOC(=O)c1sc(NC(C)=O)c(C(=O)OCC)c1C
 : -0.4, -0.1, 1, 2, -7, -1, -16, -3, -5, -5
- COCCN(C(=O)CCc1ccc(OC)cc1)c1nnc(-c2ccncc2)s1
 : -0.3, -0.9, 1, -6, 2, -1, -15, 7, -3, -3
- COc1ccc2c(c1)[nH]c1c(=O)n(Cc3ccco3)cnc12
 : -0.4, 2.6, -4, 15, -4, nt, 0, -2, -2, -4
- Fc1ccc(Nc2ccc3ccccc3n2)c(F)c1
 : -0.7, 3.4, 2, 27, nt, 10, -6, -1, -1, -5
- Cn1c(C(=O)NCCCN2CCOCC2)cc2c(=O)n(C)c3ccccc3c21
 : -0.3, 0.5, 3, -6, 23, -1, -18, 10, nt, 5
- CCC[C@H]1CCCC/C=C\CCCC(=O)OCCN1C(=O)OC(C)(C)C
 : 0.1, -2.2, 9, -5, 1, -2, -2, -3, -4, -6
- C=CCn1nnnc1-c1cc(Cl)cc(Cl)c1
 : -1.2, -1.1, 5, 6, -3, -1, 0, -2, 3, 4
- O=C(Cc1csc(NC(=O)c2ccccc2)n1)NO
 : -2.4, -0.4, 8, -6, 31, -2, -2, 0, 1, -7
- COC(OC)c1ccnc(-c2ccc(OC(C)=O)cc2)n1
 : 0.7, 0.8, -4, 8, -1, 0, 0, 4, nt, 2
- COC(=O)c1cccc(NC(=O)CSc2nnc(COc3ccc(C#N)cc3)n2-c2ccccc2)c1
 : -1.3, 0.0, 5, nt, -5, -7, -13, 0, -4, -1
- COc1ccc(C(=O)NCC(C)(C)SCc2c(C)cc(C)cc2C)cc1
 : -2.1, -2.3, -6, 16, 12, -1, -8, 0, -2, 2
- CCN1CCN(Cc2c(C)[nH]c3ccc(OC)cc3c2=O)CC1
 : -0.3, -1.1, -11, -4, 7, -2, 0, -2, -3, 5
- CC(=O)Nc1ccc(S(=O)(=O)NNc2cccc(C)c2)cc1
 : -3.0, 0.4, 1, -2, 9, 1, -5, 3, -4, -3
- CCc1cccc(CC)c1NC(=O)C(CC)Sc1nc2ccncc2[nH]1 (stereo not given)
 : -1.1, -1.4, -8, nt, 19, -3, 1, 0, nt, -1
- CC(=O)NC1(c2ccccc2)CCN(Cc2nnnn2C(C)(C)C)CC1
 : -2.2, 0.9, 1, nt, 34, nt, -5, 0, 5, 0
- CC(=O)NNC(=O)c1cc2c3ccccc3n(C)c2s1
 : -1.9, -0.4, -3, -8, 9, -2, 1, 2, -1, 3
- Cc1cc(S(=O)(=O)N2CCC3(CC2)OCCO3)c(C)cc1Cl
 : -0.3, -0.9, -7, 7, 6, 1, -4, -4, 4, -4
- COc1ccccc1NC(=O)c1ccc(NC(=O)CN2C(=O)CN(C)C2=O)cc1
 : -0.9, -0.5, -4, -13, -2, -1, 2, -2, 11, -7
- Cc1cccc(NC(=O)CSCC(=O)Nc2cc(Cl)ccc2N2CCN(C)CC2)c1
 : -3.7, 0.8, -3, 10, 7, -1, -4, -3, -6, 2
- CC(C)[C@H](NC(=O)c1ccco1)C(=O)NC12CC3CC(CC(C3)C1)C2
 : -1.6, 0.1, 0, 2, 3, 0, -8, 5, 0, 1
- O=C(NCc1ccccc1)C(=O)NCC1OCCN1S(=O)(=O)c1ccc([N+](=O)[O-])cc1 (stereo not given)
 : -1.8, -0.5, ?, -4, -2, -2, -7, 2, -4, -4
- Cc1ccc(OCCCn2c(=O)sc3ccccc32)cc1
 : nt, 1.1, 5, 31, 3, nt, -8, 1, -7, -6
- O=C(COC(=O)/C=C/c1cccc(Cl)c1)Nc1ccc2[nH]c(=O)[nH]c2c1
 : 0.1, 0.1, -2, 3, -8, -3, 27*, -3, -2, -1
- Cc1cc(C)c(C)c(/C=C(/C#N)C(N)=S)c1C
 : -1.3, -1.5, -3, -9, -14, nt, -1, -2, 3, -2
- O=C(O)Cn1nnc(-c2ccc(OCc3ccccc3)cc2)n1
 : -1.5, 0.5, 3, nt, -1, 1, -4, 0, 1, 13
- CCOC(=O)[C@H]1[C@H]2COc3ccc(Br)cc3[C@@H]2N2C(=O)N(c3ccccc3)C(=O)[C@@]12C
 : -0.6, 10, -4, -3, -1, -4, -2, 2, -2, -5
- CN(C)S(=O)(=O)c1ccc(C(=O)NCC(C)(C)CN=C2NS(=O)(=O)c3ccccc32)cc1
 : -1.0, -1.5, -1, 4, 18, -2, -8, 0, nt, -2
- COc1cc(C(=O)NCCC2=CCCCC2)ccc1OCc1c(C)noc1C
 : -0.9, -0.3, 5, 11, 17, 0, -1, 2, 11, -4
- N#C/C(=N\Nc1ccccc1)C(N)=S
 : -0.5, -1.7, -4, nt, ?, -1, -1, 1, -4, 4
- COCCN1C(=O)C(=O)/C(=C(/O)c2ccc(S(=O)(=O)N3CCOCC3)cc2)C1c1ccc(O)cc1 (stereo not given)
 : -3.2, 1.0, 0, 0, 2, 1, 0, -1, -3, -1
- CCC1=C2CC[C@H]3C(=O)N(CC)C(=O)[C@H]3[C@H]2[C@@]2(Cc3ccccc3)C(=NCc3ccccc3)OC(=O)N2C1=O
 : -0.8, -2.2, -9, -6, 3, -1, -1, -1, -1, -1
- Cc1ccc(NC(=O)C(=O)NN=C2CCCC2)cc1C
 : -0.4, -0.3, -4, -1, -6, 3, 1, 0, -1, 3
- Cc1ccc2cc(CN(CC3CCCO3)C(=S)NCc3ccco3)c(=O)[nH]c2c1 (stereo not given)
 : -0.5, -0.3, -4, -17, 1, -1, -4, 2, -5, 1
- COc1ccc(Br)c(C(=O)N2CCN(S(=O)(=O)/C=C/c3ccccc3)CC2)c1
 : 0.5, -0.5, 2, 7, 9, 0, -7, 1, 0, -3
- COc1ccc(N2CCN(C(=O)COC(=O)c3cccc(OC)c3O)CC2)cc1
 : 0.2, -1.1, 5, 12, -6, -5, -5, 4, -3, -3
- O=c1ccnc(SCCc2ccc([N+](=O)[O-])cc2)[nH]1
 : -0.3, 0.3, 6, -18, 2, -1, -1, 10, -22, -2
- O=[N+]([O-])c1ccc(NC(c2ccccc2)c2ccc3cccnc3c2O)cc1 (stereo not given)
 : 1.9, -1.5, 3, -74, -6, -5, 4, -2, 91*, -1
- CC(C)CN1CCN(CCCOC(=O)Nc2cccc3ccccc23)CC1C (stereo not given)
 : 0.3, -0.6, -2, -2, -1, -3, 5, -3, -2, 1
- O=C(CCCN1C(=O)c2cccnc2C1=O)Nc1ccc(Br)cc1
 : -0.3, 1.7, 6, -21, 4, 0, -1, 2, 0, 0
- O=C(Cc1ccccc1[N+](=O)[O-])Nc1cccc(S(=O)(=O)NC2=NCCCCC2)c1
 : -0.8, -2.3, -2, -13, -4, -3, 0, 0, -6, 3
- COc1ccc(OCC(=O)Nc2ccc(N3CCOCC3)c(Cl)c2)cc1
 : -1.5, -2.4, -1, nt, -3, nt, -5, 0, -5, -1
- O=C(CCOc1ccccc1)N1CCN(S(=O)(=O)c2ccccc2F)CC1
 : -1.3, -1.3, 2, 7, -9, -2, -12, 4, nt, -1
- Nc1nc(C2CCCCC2)cs1
 : -0.4, -1.9, -8, 11, 1, nt, -4, -2, 6, 2
- Cc1nc(NCc2ccco2)c(C#N)c2c1COC(C)(C)C2
 : -1.2, 0.0, 20, 1, 0, -1, -2, 3, 1, 2
- Cc1ccc(SCCC(=O)N2CCN(S(=O)(=O)c3ccccc3)CC2)cc1
 : 0.6, -0.8, 3, -12, 2, 1, -5, -2, -2, -3

Screening results as filed in PubChem.
